# Screening data deposited in PubChem BioAssay by several laboratories.
# NALP1 yeast inh – inhibitors of NALP1 inflammasome in yeast. S. cerevisiae NALP1/ASC/caspase-1 growth, X-gal OD620, 72 h. inhibition, % at 10 µM. hit rate 0.61% among 280,000. AID 2071; in the data active = inhibition mostly above about 24%, no sharp cut-off; inactive = mostly below about 32%; also: some compounds called inactive have numbers as strong as hits
# MEKK2 mut-MEK5 – signal of MEK5 binding to mutant human MEKK2 PB1 domain; percent response, % at 10 µM; bead flow cytometry, Alexa488-MEK5 binding to MEKK2 mutant; hit rate 0.35% among 290,000; in the data active = percent response above about 24%, passing the limit was not always enough; also: inactives centre near 1; some results filed as inactive read as strong as hits
# MEKK2 WT-MEK5 – raises or lowers MEK5 binding to wildtype human MEKK2 PB1 domain; Q9Y2U5; hit rate 1.1% among 290,000; bead flow cytometry, Alexa488-MEK5 binding to MEKK2 WT; actives lie on both sides; binding response (% of control), % at 10 µM; in the data active = binding response below about 67% or above about 130%
# VIM-2 inhibitor – blocks Pseudomonas aeruginosa VIM-2 metallo-beta-lactamase. purified VIM-2, nitrocefin hydrolysis, epi-absorbance fluorescence. inhibition, % at 5.6 µM. hit rate 0.89% among 290,000;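 active = inhibition above the mean of all tested compounds plus 3 SD, cutoff set per screening run, cut at about 7.5% in these data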;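 also: red hydrolysis product quenches plate fluorescence so inhibitors raise well fluorescence; 0% = enzyme with DMSO and 100% = DMSO without enzyme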
# M18AAP inhibitor – blocks P. falciparum M18 aspartyl aminopeptidase; recombinant PfM18AAP, H-Glu-NHMec fluorogenic cleavage; inhibition, % at 7.35 µM; hit rate 1.2% among 290,000;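 active = inhibition above the campaign mean inhibition over all tested compounds plus 3 SD, cut at about 28% in these data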;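 also: 0% = plate median of test compound wells and 100% = 2 mM ZnCl2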
# NS3 helicase inh – HCV NS3 helicase inhibition; NS3 helicase DNA unwinding, Cy5 molecular beacon fluorescence; inhibition, % at 10.9 µM; hit rate 0.56% among 290,000;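 active = inhibition above the mean of all tested compounds plus 3 SD, set per campaign, cut at about 35% in these data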;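 also: 0% = DMSO wells and 100% = thioflavine S control wells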
#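 Measured by: Cy5 fluorescence, 0 and 60 min reads / Assay system: NS3 helicase fragment of HCV / Control set: low DMSO, high thioflavine S at 110 µM / Times: 1 h reaction at 25 °C, ATP-initiated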
# FID counter – counter-screen for HCV NS3 helicase inhibitors: DNA intercalator displacement. DNA fluorescent intercalator displacement, fluorescence. hit rate 0.17% among 290,000. inhibition, % at 7.9 µM. AID 1845; in the data active = inhibition above about 37%;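 also: 0% = vehicle and 100% = reference compound; higher means more ethidium bromide displaced from hairpin DNA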
# SUMO HTRF inh – SUMOylation inhibition. AID 2006. inhibition, % at 35 µM. hit rate 0.36% among 290,000. HTRF SUMOylation assay, SAE1/SAE2 + UBC9, in vitro; in the data active = inhibition above about 50%, passing the limit was not always enough; also: strong numbers were not always called active
# Target sequence (P63279 whole entry, looked up): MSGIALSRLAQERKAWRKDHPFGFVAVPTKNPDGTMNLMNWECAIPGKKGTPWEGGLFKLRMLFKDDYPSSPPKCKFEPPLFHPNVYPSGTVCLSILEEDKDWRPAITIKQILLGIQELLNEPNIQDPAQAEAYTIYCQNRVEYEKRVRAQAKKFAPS
# IMP-1 inh – blocks Pseudomonas aeruginosa IMP-1 metallo-beta-lactamase; inhibition, % at 5.6 µM; hit rate 0.45% among 290,000; purified IMP-1, nitrocefin hydrolysis, epi-absorbance fluorescence; AID 1556;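 active = inhibition above the mean plus 3 SD of all compounds in the same screening run, cut at about 4.5% in these data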;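 also: 0% = IMP-1 with DMSO and 100% = DMSO wells lacking enzyme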
#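 System: purified recombinant IMP-1 beta-lactamase. Medium: Zinc- and detergent-supplemented HEPES buffer, pH 7.1. Compound: one 5.6 µM dose […]. Schedule: 15 min preincubation plus 25 min reaction at 25 °C. Technique: Epi-absorbance fluorescence, 480 nm excitation, 530 nm emission.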
# Numbers without * were called inactive; x = no result given.
SMILES,NALP1 yeast inh,MEKK2 mut-MEK5,MEKK2 WT-MEK5,VIM-2 inhibitor,M18AAP inhibitor,NS3 helicase inh,FID counter,SUMO HTRF inh,IMP-1 inh
C/C(CC(=O)N1CCN(C=O)CC1)=N\NC(=O)c1ccc([N+](=O)[O-])cc1,-3,-8,73,-3.8,-5,9,1,-15,-1.9
O=C(NC(=O)c1ccccc1)Nc1ccccn1,13,11,108,-1.6,2,5,-2,4,-4.1
COc1ncccc1C(=O)N1CCCC(N2CCN(c3cccc(Cl)c3)CC2)C1 (stereo not drawn),-3,7,108,-4.7,0,3,-37,-3,-3.8
Cc1cc(Cl)ccc1OCC(=O)N(Cc1ccco1)C1CCS(=O)(=O)C1 (stereo not drawn),38,19,96,-1.7,6,10,-32,-10,-2.6
COc1ccc(CCNC(=S)Nc2cccc(C)c2C)cc1,-1,-5,99,-3.4,7,-4,-13,5,-2.6
CN(C)CCCN1C(=O)CSC1c1ccccc1 (stereo not drawn),31,11,107,-4.3,-1,10,3,-11,-3.6
O=C(c1nn2c(C(F)(F)F)cc(-c3cccs3)nc2c1Cl)N1CCCc2ccccc21,28,-2,90,-0.9,5,-8,3,-4,-2.2
CCOC(=O)C1=C(C)OC(N)=C(C#N)C1c1ccc(OC)c(C)c1OC (stereo not drawn),-3,-2,95,-2.8,-1,3,-5,20,-3.3
CC(C)(C)NC(=S)Nc1cccc(C(F)(F)F)c1,20,-13,97,-1.1,-14,-4,-1,-6,-1.6
CCCCNC(=S)Nc1ccc(Oc2ccccc2)cc1,-17,0,95,-4.4,0,7,-10,-4,-4.0
Cc1ccc(C(C(=O)NCc2ccco2)N(C(=O)CNC(=O)c2cccs2)c2ccc(C)cc2C)cc1 (stereo not drawn),6,-2,87,-1.8,0,0,-7,37,-2.1
COc1cccc(N2CCN(C(=O)CCc3nnc4ccc(N5CCOCC5)nn34)CC2)c1,11,2,103,-2.1,2,-9,-42,23,-2.2
Cc1ccc(C(=O)NC(=S)Nn2cnnc2)cc1,16,5,100,-2.1,84*,10,-4,6,-3.2
Cc1ccc(NC(=O)C(=O)Nc2ccccn2)cc1,32,-1,109,-0.4,3,3,1,21,-3.5
N#Cc1c(NC(=O)COC(=O)c2ccc(S(=O)(=O)N3CCCC3)cc2)sc2c1CCCCC2,23,-13,95,-1.5,-3,0,-4,-16,-3.1
CSc1ncccc1C(=O)OCC(=O)NCc1ccc2c(c1)OCO2,4,-7,93,-2.3,0,-3,-5,-6,-1.0
Cc1ccc(-c2nc(SCC(=O)NCC3CCCO3)c(-c3ccc(C)cc3)[nH]2)cc1 (stereo not drawn),15,6,100,-3.0,0,0,-5,9,-1.8
CNCc1c(OCc2ccc(F)cc2)ccc2ccccc12,10,5,125,-2.6,8,-11,10,2,-2.6
CCOC(=O)Cc1nnc(NC(=O)c2ccco2)s1,28,-2,97,-1.5,13,20,-14,5,-3.6
COc1ccc(C2=NN(C(=O)CSc3nnc(-c4ccccc4F)o3)C(c3ccco3)C2)cc1 (stereo not drawn),42,8,96,-2.0,-6,12,-20,-2,-3.3
COc1ccc(Nc2nnc(SCC3CCCO3)s2)cc1 (stereo not drawn),-5,-2,102,0.6,-7,-13,-9,10,-2.7
CC(=O)c1cccc(NC(=O)COC(=O)c2ccccn2)c1,0,5,100,-4.8,9,10,-16,5,-1.9
O=C(CCCN1C(=O)/C(=C/c2ccccc2)SC1=S)Nc1ccc(C(=O)O)c(O)c1,-29,3,101,-1.1,6,4,2,9,-3.7
COc1ccc(OC)c(C(=O)/C=C/c2ccccc2C(F)(F)F)c1,0,x,x,1.4,2,-3,-7,21,-3.4
COc1ccc(Cn2c(=O)n(Cc3ccco3)c(=N)c3c4c(sc32)COC(C)(C)C4)cc1,21,-10,89,-1.3,2,-10,-9,-6,-0.8
CCCN(CCC)C(=O)CCSCCC(=O)N(CCC)CCC,24,-2,104,0.7,-7,-5,-33,-2,-0.7
O=S(=O)(c1ccc(Cl)cc1)N1CCCC1c1nc(-c2cccc(Cl)c2)no1 (stereo not drawn),42,-1,101,-0.3,2,5,-3,4,-1.6
O=C1CNC(=S)N1CCc1ccc(Cl)cc1,7,4,103,-1.4,-2,3,1,5,-1.8
CCN(CC)CCNC(=O)c1sc2ncn(CC(=O)Nc3ccc(C)c(Cl)c3)c(=O)c2c1C,10,23,136,-2.9,-6,-93,37*,12,-2.9
Cc1c(Cl)cccc1NC(=O)c1nc(C)n(-c2cc(OC(C)C)c(Cl)cc2Cl)n1,2,-5,86,0.4,-3,-15,-23,-5,-1.2
COc1cccc(CN2CC(C(=O)N(C)CCc3ccccc3)CCC2=O)c1 (stereo not drawn),0,5,101,-1.4,-5,-5,-25,1,-2.0
O=S(=O)(CC(O)CS(=O)(=O)c1ccc(Cl)cc1)c1ccccc1 (stereo not drawn),x,8,103,-2.4,3,1,0,8,-4.2
COc1cc2[nH]c(C(=O)NCC3CCCO3)cc2c(OC)c1OC (stereo not drawn),12,8,104,-0.3,-3,-8,-9,27,-1.4
CN(C)CCNc1ncnc2c1sc1nc(-c3ccccc3)c3c(c12)CCCC3,45*,61*,201*,1.2,17,-55,17,2,-1.7
Cc1cccc(N(CC(=O)NCCSc2nc3ccccc3s2)S(=O)(=O)c2ccccc2)c1,18,-1,101,-2.7,2,-2,-3,1,-3.1
CCOc1ccc2nc(N3C(=O)CNC3=S)sc2c1,x,1,96,-3.3,-5,4,-5,15,-4.3
CC1CN(C(=O)CSc2nnc(-c3ccccc3)o2)CC(C)O1 (stereo not drawn),-6,4,100,-0.5,1,-2,-15,-2,-2.0
O=C(NC1CCCCCC1)C1c2ccccc2C(=O)N1Cc1cccs1 (stereo not drawn),15,-5,85,0.1,0,1,-7,-12,-2.4
CCOC(=O)NC(NS(=O)(=O)c1ccccc1)(C(=O)OCC)C(F)(F)F (stereo not drawn),16,-1,106,0.8,5,15,2,-1,-0.2
O=[N+]([O-])c1ccc(-c2nc(C(Cl)Cl)c3ccccc3n2)cc1,7,3,101,-1.6,-9,-3,1,20,-2.0
Cc1nn(CCS(=O)(=O)c2ccc(Cl)cc2)c(C)c1Br,x,7,106,-1.8,-9,-13,-13,37,-5.3
COc1ccccc1NC(=O)C1CCN(C(=O)NCc2ccccc2)CC1,6,5,108,-1.2,-2,-5,-12,2,-0.4
CCN(CC)S(=O)(=O)c1cccc(-c2nn(-c3ccccc3)cc2/C=C(\C#N)C(=O)NCc2ccco2)c1,27,-5,92,-1.6,-8,-16,-1,21,0.3
CC(C(=O)Nc1ccccc1-c1ccccc1)N1CCN(Cc2ccccc2)CC1 (stereo not drawn),17,1,110,-1.4,-2,4,8,1,-3.1
COC(=O)[C@H](Cc1ccccc1)NC(=O)N1CCN(c2ccc(F)cc2)CC1,x,-3,88,1.5,-8,-8,-29,20,1.0
O=S(=O)(c1cccc2cccnc12)N1CCCCC1,10,5,105,0.6,-15,8,-11,5,1.3
Cc1ccc(NC2=C(Cl)C(=O)OC2OC(C)C)cc1 (stereo not drawn),4,-14,85,-0.7,-4,0,-8,-7,-0.5
OCC1(CC2CCCCO2)CCN(Cc2nc3ccccc3[nH]2)CC1 (stereo not drawn),-15,-6,96,-0.9,-6,-1,-3,-2,-4.1
COc1ccccc1C(=O)NC(=O)OCCn1c(C)cnc1[N+](=O)[O-],-2,-13,86,2.2,-15,-4,-6,10,-2.0
CC(C)(C)CC(=O)Nc1nn[nH]n1,18,-3,91,-1.6,4,9,3,-9,-4.3
CC[N+]1(CC)CC2=Cc3ccccc3CC2C1 (stereo not drawn),-4,-6,93,-1.6,-4,-7,3,8,-4.7
COc1cc(/C=N/NC(=O)c2cccc([N+](=O)[O-])c2)ccc1OCc1ccc(C)cc1,8,1,102,-2.2,-13,-4,-4,3,-1.1
COC(CNC(=O)c1ccc2c3c(onc13)-c1ccccc1C2=O)OC,1,-9,87,1.5,5,15,-4,9,-4.9
O=C(Nc1cccc(F)c1)N1CCCC(CNS(=O)(=O)Cc2ccccc2)C1 (stereo not drawn),3,-5,98,-1.7,5,-2,-17,4,-3.7
CCOc1ccc(NC(=O)/C=C/c2ccccc2)c([N+](=O)[O-])c1,46,5,101,-0.6,-4,-8,9,28,4.8*
NS(=O)(=O)c1ccc(NC(=O)c2ccc(CNS(=O)(=O)c3cc(C(F)(F)F)ccc3Cl)cc2)cc1,-2,-4,94,-0.3,-11,-11,-1,21,-1.1
O=C(/C=C/c1ccc(N2CCOCC2)cc1)c1ccccc1,1,-8,82,3.5,-3,-8,-16,24,1.1
Cc1ccc(-n2c(=O)cc(N3CCC(C)CC3)[nH]c2=O)cc1,6,6,111,0.2,-1,-2,-10,5,0.9
COc1ccc(NC(=O)Nc2ccc(Br)cn2)cc1OC,4,0,103,0.0,-2,14,-7,-11,-2.1
c1ccc(Oc2nc3ccccc3n3cccc23)cc1,5,4,107,-1.1,10,-3,-5,0,-2.7
# Going on with the list:
SMILES,NALP1 yeast inh,MEKK2 mut-MEK5,MEKK2 WT-MEK5,VIM-2 inhibitor,M18AAP inhibitor,NS3 helicase inh,FID counter,SUMO HTRF inh,IMP-1 inh
CCn1cc(C(=O)N[C@H](C(=O)NCCO)C(C)C)c(=O)c2cc3c(cc21)OCO3,-56,4,103,1.4,-2,-6,-14,17,-2.5
COc1ccc(C2C(C(=O)c3ccc(C)o3)=C(O)C(=O)N2Cc2ccco2)cc1OC (stereo not drawn),4,3,102,-0.1,15,14,-21,0,-0.7
CC(=O)c1cccc(NC(=O)/C(=C/c2ccco2)NC(=O)c2ccco2)c1,1,4,103,-2.1,8,5,-7,13,-0.3
CCOC(=O)CSc1nc(C)c2ccc(C)cc2n1,10,4,96,0.3,-9,-1,-21,22,-2.9
C=C1C(=O)O[C@H]2[C@H]1[C@@H](O)CC(=C)[C@@H]1CC(=O)[C@@H](C)[C@H]21,9,7,109,-0.8,-1,2,-8,5,-3.4
O=C(Nc1cccs1)Nc1ccc(F)cc1F,8,-2,91,-1.9,3,9,1,-1,-2.0
CCn1nnnc1SCC(=O)Nc1nc2ccc(OC)cc2s1,-1,5,105,-2.3,-2,-5,-8,2,-2.8

# Profiles, quoted from the list:
# CCOC(=O)CSc1nc(C)c2ccc(C)cc2n1 as listed: NALP1 yeast inh = 10; MEKK2 mut-MEK5 = 4; MEKK2 WT-MEK5 = 96; VIM-2 inhibitor = 0.3; M18AAP inhibitor = -9; NS3 helicase inh = -1; FID counter = -21; SUMO HTRF inh = 22; IMP-1 inh = -2.9
# CCn1nnnc1SCC(=O)Nc1nc2ccc(OC)cc2s1 as listed: NALP1 yeast inh = -1; MEKK2 mut-MEK5 = 5; MEKK2 WT-MEK5 = 105; VIM-2 inhibitor = -2.3; M18AAP inhibitor = -2; NS3 helicase inh = -5; FID counter = -8; SUMO HTRF inh = 2; IMP-1 inh = -2.8
# O=C(Nc1cccs1)Nc1ccc(F)cc1F as listed: NALP1 yeast inh = 8; MEKK2 mut-MEK5 = -2; MEKK2 WT-MEK5 = 91; VIM-2 inhibitor = -1.9; M18AAP inhibitor = 3; NS3 helicase inh = 9; FID counter = 1; SUMO HTRF inh = -1; IMP-1 inh = -2.0
